Source: PubChem (Broad Institute)
Xi reactivation: activators of inactive X chromosome reactivation, primary screen, imaging, XiGFP fibroblasts, GFP high-content imaging, set 2. XiGFP mouse fibroblasts, % GFP-positive cells imaging, 3 d; cells co-treated with 5-aza-dC sensitizer; scaled so ellipticine positive control = 100%. AID 743238, 2013. 0.055% of 360,000 active. activation, % at 7.58 µM;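 active means mean normalized replicate activation at least 10% and every replicate at or above 10%; inconclusive means only one of the two criteria met; inactive means mean below 10% and not all replicates reach 10%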;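 further: 0% = median of on-plate neutral control wells and 100% = ellipticine 6 µM median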
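Schedule: 3 d treatment, 15 min room-temperature fixation; system: 68-5-11 XiGFP fibroblast line; buffer or medium: DMEM plus 5-aza-dC sensitizer; control set: ellipticine 6 µM positive control; compound: one concentration, pinned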
Casp6 inh: human caspase-6 inhibitors, primary screen, biochemical, VEID-R110 fluorescence, single point, set 2; P55212; purified caspase-6, Z-VEID-R110 cleavage fluorescence; inhibition, % at 12.5 µM; 0.53% of 350,000 active; AID 686996, 2013;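 active means mean inhibition across replicates at least about 35%, with every replicate also reaching that limit, limit read from the data; inconclusive means only one of the two criteria met; inactive means neither criterion met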;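 further: 0% = median of neutral control wells and 100% = no fluorescence left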
DENV2 CPE rescue: inhibitors of DENV2 cytopathic effect, primary screen, cell-based, plate reader, single concentration. DENV2-infected cells, cytopathic effect rescue. CPE inhibition, % at 9.99 µM. 1.7% of 350,000 active. AID 651640, 2012; in the data active means CPE inhibition above about 20%, passing the limit was not always enough; inconclusive means no clear call, values can overlap the other calls; tested in BHK-21 cells;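 further: 0% = median of neutral control wells and 100% = median of positive control wells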
E-selectin induc: E-selectin induction in HUVECs, primary screen, imaging, HUVEC, immunofluorescence imaging, single point. P16581. activation, % at 7.58 µM. 0.37% of 260,000 active. normalized: neutral wells 0, TNF-alpha wells 100;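 active means mean E-selectin-positive cell signal at least 10% of the positive control, reached in at least 60% of replicates, without over 20% cell loss; inconclusive means no rule given, readout overlaps actives, possibly toxicity-flagged; inactive means the rest, including those meeting only one limit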;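 further: in these data hits start at about 27%; measured in HUVEC primary endothelial cells; signal is the percent of cells scored E-selectin positive by PE staining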
Target sequence (P16581 whole entry, looked up): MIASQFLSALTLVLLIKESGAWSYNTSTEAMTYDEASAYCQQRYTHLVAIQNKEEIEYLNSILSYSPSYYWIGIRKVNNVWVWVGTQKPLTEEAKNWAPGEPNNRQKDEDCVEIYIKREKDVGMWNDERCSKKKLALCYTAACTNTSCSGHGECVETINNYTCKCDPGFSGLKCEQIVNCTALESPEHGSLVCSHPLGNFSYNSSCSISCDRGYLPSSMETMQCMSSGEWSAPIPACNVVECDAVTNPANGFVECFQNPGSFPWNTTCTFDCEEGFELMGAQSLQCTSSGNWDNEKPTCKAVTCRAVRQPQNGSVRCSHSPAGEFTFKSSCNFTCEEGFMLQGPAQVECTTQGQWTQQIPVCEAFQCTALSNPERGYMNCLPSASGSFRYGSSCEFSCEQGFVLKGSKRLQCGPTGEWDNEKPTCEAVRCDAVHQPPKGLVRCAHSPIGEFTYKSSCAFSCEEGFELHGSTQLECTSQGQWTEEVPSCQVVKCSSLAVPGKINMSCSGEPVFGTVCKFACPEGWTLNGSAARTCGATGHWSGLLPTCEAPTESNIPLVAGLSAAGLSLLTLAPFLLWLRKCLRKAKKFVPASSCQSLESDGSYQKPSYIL
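Material: HUVEC primary endothelial cells; Amount: 3,000 cells per well; Dosing: single concentration; Medium: EGM-2 growth medium on 0.1% gelatin-coated wells; Read-out basis: percent E-selectin-positive cells; Signal: immunofluorescence imaging; Control set: TNF-alpha, DMSO.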
INS-1E GSIS act: GLuc luminescence reporter in INS-1E cells, primary screen for activators of glucose-dependent secretion of insulin. INS-1E GLuc reporter insulin secretion, 2-3 h. activation, % at 16.6 µM. 0.61% of 370,000 active;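 active means lowest replicate activation of at least 40%, so every replicate reaches that level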;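 further: 0% = median of neutral control wells and 100% = median of IBMX positive control wells; some compounds called inactive have numbers as strong as hits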
F508del corr: F508del CFTR correction, initial screen, CFBE line, single point | CFBE cells, YFP halide quenching; stimulated with forskolin plus potentiator P3; % fluorescence drop versus neutral controls | activity (quench increase), % at 7.58 µM | 0.36% of 350,000 active;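 active means mean added fluorescence quench of at least 8% versus neutral control, with both replicates also reaching 8%; inconclusive means only one of the mean or replicate conditions met; inactive means mean below 8% and not both replicates reaching 8%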;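 further: cells transiently co-express mutant CFTR-F508del with the halide-sensitive YFP; corrector assay measuring rescue of mutant channel to the surface after 24 h compound exposure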
RAD52 inh: RAD52 DNA annealing inhibitors, primary screen, biochemical, FRET, single point, set 2; DNA repair protein RAD52 homolog (Homo sapiens), P43351; recombinant RAD52 DNA annealing, FRET fluorescence; inhibition, % at 18.7 µM; 0.46% of 360,000 active;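 active means every replicate showing at least 50% inhibition; inconclusive means mean inhibition at least 50% but not in every replicate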
Target sequence (P43351 whole entry, looked up): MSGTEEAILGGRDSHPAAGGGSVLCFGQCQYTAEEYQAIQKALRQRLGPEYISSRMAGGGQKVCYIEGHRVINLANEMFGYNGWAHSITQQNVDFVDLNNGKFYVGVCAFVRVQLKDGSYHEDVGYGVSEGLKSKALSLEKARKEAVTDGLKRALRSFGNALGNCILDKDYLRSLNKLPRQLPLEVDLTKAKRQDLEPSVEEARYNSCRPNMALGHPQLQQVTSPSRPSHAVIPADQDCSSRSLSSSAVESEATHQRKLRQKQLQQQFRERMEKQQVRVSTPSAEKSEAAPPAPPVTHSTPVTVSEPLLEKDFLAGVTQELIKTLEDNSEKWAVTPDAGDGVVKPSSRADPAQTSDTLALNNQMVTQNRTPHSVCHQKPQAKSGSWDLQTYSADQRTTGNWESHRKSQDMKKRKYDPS
RAD54 branch: inhibitors of human RAD54 branch migration, primary screen, biochemical, fluorescence, single point | DNA repair and recombination protein RAD54-like (Homo sapiens), Q92698 | RAD54 Holliday junction branch migration, FAM/BHQ fluorescence | inhibition, % at 10.4 µM | 0.14% of 360,000 active | AID 602329, 2012;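 active means mean normalized replicate activity at least 40 and at least half of replicates scoring 40 or more; inconclusive means only one of the two criteria met; inactive means mean below 40 and under half of replicates reaching 40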;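 further: 0% = median of neutral control wells and 100% = median of positive control wells; inhibitors cause a drop in the FAM fluorescence signal; in these data hits start at about 50%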
Numbers without * were called inactive; i = inactive; ? = inconclusive; . = no result given; & = joins results of further samples.

Start of the data: the first four records as a preview:
SMILES	Xi reactivation	Casp6 inh	DENV2 CPE rescue	E-selectin induc	INS-1E GSIS act	F508del corr	RAD52 inh	RAD54 branch
Cc1ccc(C)c(OCCC(=O)N2CCN(S(=O)(=O)c3cc(C)ccc3C)CC2)c1	0.0	2	-2	-2.4	-16	0.9	1	-14
Cc1ccc(OCCC(=O)OCC(=O)N2CCN(S(=O)(=O)c3ccc(C)cc3C)CC2)cc1	0.1	1	4	1.2	-20	1.5	-7	5
COc1ccc(/C=N/NC(=O)c2ccc(-n3cnnn3)cc2)cc1	0.0	4	-1	.	14	0.6	-1	6
Cc1cccc(-c2nc3ccccc3c(=O)n2NC(=O)/C=C/c2ccc([N+](=O)[O-])cc2)c1	0.2	1	14	.	-1	1.2	-2	.

This part in full, repeating the preview:
SMILES	Xi reactivation	Casp6 inh	DENV2 CPE rescue	E-selectin induc	INS-1E GSIS act	F508del corr	RAD52 inh	RAD54 branch
Cc1ccc(C)c(OCCC(=O)N2CCN(S(=O)(=O)c3cc(C)ccc3C)CC2)c1	0.0	2	-2	-2.4	-16	0.9	1	-14
Cc1ccc(OCCC(=O)OCC(=O)N2CCN(S(=O)(=O)c3ccc(C)cc3C)CC2)cc1	0.1	1	4	1.2	-20	1.5	-7	5
COc1ccc(/C=N/NC(=O)c2ccc(-n3cnnn3)cc2)cc1	0.0	4	-1	.	14	0.6	-1	6
Cc1cccc(-c2nc3ccccc3c(=O)n2NC(=O)/C=C/c2ccc([N+](=O)[O-])cc2)c1	0.2	1	14	.	-1	1.2	-2	.
CC(C)n1cc(C(=O)NC2CC(C)(C)Cc3c2cnn3-c2ccccc2)cn1 (centres undefined)	-0.1	-2	1	.	-2	-1.9	9	0
O=C(NCc1cccnc1)C1CCC(c2ccc(Cl)cc2)CC1 (centres undefined)	0.0	0	0	17	2	-1.5	-21	.
CCC(=O)N(C)C[C@H]1Oc2cc(C#Cc3ccncc3)ccc2S(=O)(=O)N([C@H](C)CO)C[C@@H]1C	0.6	3	0	-0.4	-15	-6.0	-18	-1
Cc1ccc(NC(=O)OCCNC(=O)OC(C)C)cc1	0.0	0	.	.	-7	1.7	-4	.
COc1ccc2c3c(cccc13)C(=O)CC2	1.1	3	?	0.1	-29	12*	i	.
CN1C(=O)C2(NC(=O)c3ccccc3N2C)c2ccccc21 (centres undefined)	0.0	1	-1	3.0	10	-1.4	-5	6
CS(=O)(=O)c1ccc(OCCCN2CCC(C(O)(c3ccccc3)c3ccccc3)CC2)cc1	-0.1	-3	0	-0.1	-39	0.4	2	.
Cc1cc(NC(=O)C(C)C)ncc1NC(=O)c1ccccn1	0.3	1	-4	.	-5	2.6	0	.
CN(C)S(=O)(=O)c1cccc(NC(=O)COc2ccc3ccccc3c2)c1	-0.1	-2	11	.	-8	-0.6	-12	-18
CC(C)N(C)c1ncnc2c1ncn2[C@H]1CN(C2CCCC2)C[C@@H](CO)O1	0.2	2	1	0.1	24	-0.4	-14	7
COc1ccc2c3c([nH]c2c1)[C@H](CO)N(C(=O)C1CCC1)CC31CN(S(C)(=O)=O)C1	0.3	0	7	-0.3	13	-1.1	13	.
O=C(N/N=C/c1cc([N+](=O)[O-])ccc1O)c1c[nH]c2ccccc12	0.2	0	2	0.3	23	3.2	-7	.
CC(=O)c1ccc(NC(=O)C2CCCN2S(=O)(=O)c2ccc(F)cc2)cc1 (centres undefined)	0.3	0	-4	0.0	5	0.2	-1	5
C[C@@H]1CN([C@H](C)CO)C(=O)c2cc(NC(=O)C3CC3)ccc2O[C@@H]1CN(C)Cc1ccc(Oc2ccccc2)cc1	9.8	-1	-6	.	6	-1.1	4	-3
Nc1ncnc2c1ncn2[C@@H]1O[C@H](CNC(=O)[C@@H](N)Cc2ccccc2)[C@@H](O)[C@H]1O	0.0	1	-3	-0.1	15	1.9	-4	1
Cc1ccc(-n2c(-c3ccccc3)n[nH]c2=S)c(C)c1	0.0	0	11	0.1	18	0.5	-11	2
Cc1ccccc1C(=O)NNC(=O)C12CC3CC(CC(C3)C1)C2	0.0	-2	3	.	3	-1.0	3	.
CCc1cnc(Nc2nc(C(N)Cc3ccc(Cl)cc3)cs2)nc1 (centres undefined)	-0.1	1	1	0.2	-8	-2.9	0	-6
O=C(N[C@@H]1CC[C@@H](CCNS(=O)(=O)c2ccc(F)cc2)O[C@@H]1CO)C1CC1	-0.3	-4	-6	-0.1	-12	-1.1	-15	4
O=S1(=O)CCC(NC(=S)N2CCCCC2)C1 (centres undefined)	0.4	0	-4	.	6	.	-4	-2
COc1ccc(-n2c(Cc3cc(=O)[nH]c(=O)[nH]3)nnc2SCC(=O)N2CCC(C)CC2)cc1	0.2	3	0	0.0	0	0.2	-31	-6
COc1ccc(CNc2nc(-c3cccnc3)nn2C(=O)C(C)C)cc1	0.1	-2	-3	.	4	-1.1	0	.
O=C(NCC[C@@H]1CC[C@@H](NC(=O)C2CCCCC2)[C@H](CO)O1)Nc1ccc(Cl)cc1	-0.3	.	5	-0.4	-11	-2.2	6	1
Oc1ccccc1C=NN=C1c2ccccc2-c2ccccc21	0.2	-1	0	.	6	-1.5	-8	.
COc1ccc(S(=O)(=O)Nc2ccc3c(c2)C(=O)N([C@@H](C)CO)C[C@@H](C)[C@@H](CN(C)Cc2ccncc2)O3)cc1	-0.2	1	?	-0.1	-6	0.3	10	6
COc1cccc(NC(=S)N(Cc2cccc(Br)c2)CC2CCC(C(=O)O)CC2)c1 (centres undefined)	0.0	-1	-1	.	-5	-1.1	-3	-2
O=C(CN1CCN(C(=O)c2ccc(OCc3cn4ccccc4n3)cc2)CC1)Nc1cccc(F)c1	0.2	0	?	-0.4	.	-4.1	-31	3
CN1C(=O)c2cc(NS(C)(=O)=O)ccc2OC[C@@H]2O[C@H](CC(=O)N3CCOCC3)CC[C@H]21	0.0	11	11	-0.1	6	.	15	0
O=C(NN1C(=O)C2C3C=CC(O3)C2C1=O)c1ccccc1 (centres undefined)	0.0	0	-4	.	10	-0.2	3	.
CC(=O)N1c2ccc(S(=O)(=O)NCCC(=O)NCc3ccc(N(C)C)cc3)cc2CC1C (centres undefined)	0.0	0	-9	.	-3	2.7	-5	1
COc1ccc(CN2CCC(C(=O)NC(c3ccc4c(c3)OCO4)c3ccccn3)CC2)cc1 (centres undefined)	0.0	0	100*	.	-5	-1.3	-12	-5
c1ccc(NC2=Nc3cccc4cccc2c34)cc1	-0.1	-1	-8	.	-1	-1.3	-65	-2
CCC(=O)c1ccc(OCc2ccc(C(=O)c3ccccc3)cc2)cc1	0.1	-3	1	-0.9	-1	3.1	-16	.
COc1cccc2c(Cl)c(CCCl)c(C)nc12	0.0	-1	-1	.	7	-1.0	-9	4
CC(=O)N1CC(=O)N2[C@H](CO)[C@@H](c3ccc(-c4ccc(C)cc4)cc3)[C@H]2C1	0.3	0	-1	0.4	9	-2.1	-5	.
Cc1ccc(S(=O)(=O)N[C@H]2CC[C@H](CCNC(=O)Nc3ccc(Cl)cc3)O[C@@H]2CO)cc1	-0.2&0.3	-2	-4	-0.1	-21&-25	0.8	13	1
COC(=O)C[C@@H]1C=C[C@H](NS(=O)(=O)c2ccccc2F)[C@H](CO)O1	0.0	-1	-1	0.6	5	2.6	15	-1
COc1cccc(NC(=O)N(C)C[C@H]2Oc3cc(C#CC4(O)CCCC4)ccc3S(=O)(=O)N([C@@H](C)CO)C[C@@H]2C)c1	-1.2	1	4	0.7	5	-0.7	5	7
C=CCn1c(SCC(=O)N(CCOC)c2c(N)n(CCCC)c(=O)[nH]c2=O)nnc1-c1ccc(Cl)cc1	0.1	5	-2	-2.1	9	1.9	1	10
NC(=O)CC(NC(=O)c1ccc(Br)cc1)c1ccc(N2CCN(c3ccc(F)cc3)CC2)c([N+](=O)[O-])c1 (centres undefined)	0.1	.	-13	-0.7	-26	-0.4	0	8
O=C(CN1CCOCC1)NCC[C@@H]1CC[C@@H](NC(=O)Nc2ccc(F)cc2)[C@@H](CO)O1	-0.1	-1	24*	-0.1	-4	-0.8	4	3
O=C(NCC1CCCO1)C1CCN(C2CCN(C3CCCCCC3)CC2)CC1 (centres undefined)	0.0	-20	-7	.	1	2.9	-28	.
CC(=O)c1c(N2CCOCC2)nc(=O)n(-c2ccccc2)c1C	.	0	2	.	2	0.0	-2	-4
CCN(C[C@H]1N[C@H](CO)[C@H]1c1ccc(C2=CCCC2)cc1)C(=O)c1cccnc1	0.0	-9	-6	0.2	4	2.3	-4	0
C[C@H](CO)N1C[C@H](C)[C@@H](CN(C)Cc2ccncc2)Oc2ccc(NC(=O)CCN3CCOCC3)cc2C1=O	0.3	2	0	1.6	17	-0.7	-4	2
Cc1nc(C2CCC3C4CCC5=CC(=O)CC[C@]5(C)C4CC[C@]23C)cs1 (some centres undefined)	0.6	1	-1	0.4	-44	.	3	.
CC12CCC(=O)N1C(C(=O)Nc1nc(-c3ccccc3Cl)cs1)CS2 (centres undefined)	-0.1	-5	-4	-0.6	-40	-0.7	-25	-10
Cc1cc(C)c2ccc(=S)[nH]c2n1	.	2	-4	-0.3	26	-1.8	-18	-1
O=C(CSc1nnc(CNC(=O)c2ccc(F)cc2)o1)NCc1ccc2c(c1)OCO2	-0.1	-1	3	-0.7	-8	1.9	-19	-19
COc1ccc(/C=C2/SC(=S)N(CCCC(=O)Nc3ccc(O)cc3)C2=O)cc1	.	0	-2	0.5	24	-4.0	-16	10
O=C(COC(=O)c1cc(Cl)nc(Cl)c1)NC1CCCCCC1	0.1	1	1	-1.9	1	0.2	-32	-12
COc1ccc(C(CNC(=O)c2oc3c(Cl)cccc3c2C)N2CCCC2)cc1 (centres undefined)	0.0	-58	?	.	-42	-6.1	-65	-8
O=C(O)CNC(=O)CC1S/C(=N/N=C2\CSC(=O)N2)NC1=O (centres undefined)	0.2	4	.	0.1	-1	-1.5	-39	.
COc1cc(/C=C(/NC(=O)c2ccccc2)C(=O)Nc2cccc(O)c2)c([N+](=O)[O-])cc1OC	0.2	0	18	.	-3	3.0	-15	5
COc1ccc(N(CC(=O)NCc2ccncc2)S(=O)(=O)c2ccccc2[N+](=O)[O-])c(OC)c1	0.1	3	-5	.	1	.	2	.
CSc1ccccc1NC(=O)CN(C)CC(=O)c1c(C)[nH]c2ccccc12	0.0	-1	2	.	-9	0.9	-44	0
COc1ccc(Nc2nc(N)nc(CN3CCc4ccccc4C3)n2)cc1	0.2	1	9	-0.1	-7	-2.2	-18	-2
C=CCN1C(=O)/C(=C\c2cc(Br)c(OCc3ccccn3)c(OC)c2)SC1=S	0.0	2	1	.	5	.	-21	.
COc1cccc(Cn2c(=O)c3[nH]cnc3n(-c3ccccc3C)c2=O)c1	0.1	-5	0	.	.	0.5	0	9
